SRC1 TRFRET art – TR-FRET detection interference compounds, primary screen, artefact control for PPARgamma SRC-1 recruitment agonists, biochemical, TR-FRET emission ratio; TR-FRET detection artefact counter-screen; stronger effect = higher value; AID 1051, 2008; TR-FRET ratio at 8 µM; 0.34% of 99,000 active; in the data active = TR-FRET ratio above about 2300; also: inactives centre near 1800
SRC3 TRFRET art – TR-FRET detection interference compounds, artefact control for PPARgamma SRC-3 recruitment agonists, biochemical, TR-FRET ratio. AID 1048, 2008. TR-FRET artefact counter-screen, PPARgamma/SRC-3 format; stronger effect = higher value. TR-FRET ratio at 8 µM. 0.39% of 99,000 active; in the data active = TR-FRET ratio above about 2000; also: inactives centre near 1600
* = called active by the depositor. These rows are one share of the data; count on the stated rates, not on these rows.

For CCCn1c(N)c(NCCN2CCOCC2)c(=O)n(CC(=O)NCc2ccccc2)c1=O the results were SRC1 TRFRET art 1497 and SRC3 TRFRET art 1489.
For Cc1[nH]n(C(N)=S)c(=O)c1N=Nc1cc(-c2ccc(Br)cc2)[nH]n1 the results were SRC1 TRFRET art 1984 and SRC3 TRFRET art 1764.
`COc1ccccc1C(=O)NNC(=O)c1cccc([N+](=O)[O-])c1` gave SRC1 TRFRET art 1612 and SRC3 TRFRET art 1440.
For Nc1ccc(S(=O)(=O)Nc2ccccn2)cc1 the results were SRC1 TRFRET art 1551 and SRC3 TRFRET art 1619.
For FC(F)Oc1ccc(NC(=S)NCC2COc3ccccc3O2)cc1 (stereo not drawn) the results were SRC1 TRFRET art 1716 and SRC3 TRFRET art 1628.
For O=C(CSc1nc(O)c(-c2ccccc2)c(=O)[nH]1)N1CCOCC1 the results were SRC1 TRFRET art 1986 and SRC3 TRFRET art 1542.
Screening Cc1ccc(CSC(Nc2ccc(F)cc2)=C(C#N)C#N)cc1 returned SRC1 TRFRET art 1522 and SRC3 TRFRET art 1306.
COc1ccc(F)c(-c2nc(CN3CCC(c4ccccc4)CC3)c(C)o2)c1 was read as SRC1 TRFRET art 1816 and SRC3 TRFRET art 1557.
Screening COc1ccc(/C=N/NC(=O)c2ccc(O)cc2)cc1CN1CCCc2ccccc21 returned SRC1 TRFRET art 2104 and SRC3 TRFRET art 1726.
Screening CCC(=O)N1CCN(c2ccc(Cl)cc2NC(=O)c2cccc([N+](=O)[O-])c2)CC1 returned SRC1 TRFRET art 1788 and SRC3 TRFRET art 1613.
Screening COc1ccc(N2CCN(c3nc4ccccn4c(=O)c3C=O)CC2)cc1 returned SRC1 TRFRET art 1794 and SRC3 TRFRET art 1459.
`COc1ccc(N2CCN(C(=O)c3ccc4nc(N5CCCCC5)sc4c3)CC2)cc1` gave SRC1 TRFRET art 1842 and SRC3 TRFRET art 1666.
c1ccn2c(c1)nc1c2nc2ccccn21 was read as SRC1 TRFRET art 1717 and SRC3 TRFRET art 1406.
Screening O=C1OCC2=C1C(c1ccccc1)CC(=O)N2c1cccc(F)c1 (stereo not drawn) returned SRC1 TRFRET art 1788 and SRC3 TRFRET art 1597.
O=C(Nc1cccnc1)c1ccc(-c2ccccc2)cc1 was read as SRC1 TRFRET art 1918 and SRC3 TRFRET art 1628.
COc1ccc(S(=O)(=O)N2CCCCC2)cc1NC(=O)CN(C)C1CCCCC1 was read as SRC1 TRFRET art 1800 and SRC3 TRFRET art 1704.
For Cc1cc(C(=O)CSc2ncccn2)c(C)n1-c1cccc(F)c1 the results were SRC1 TRFRET art 1561 and SRC3 TRFRET art 1426.
Screening CC(C)Cc1csc(NC(=O)c2ccccc2Cl)c1C(=O)O returned SRC1 TRFRET art 1830 and SRC3 TRFRET art 1649.
Screening CC(=O)Nc1cccc(-c2csc(Nc3ccc(C)cn3)n2)c1 returned SRC1 TRFRET art 2100 and SRC3 TRFRET art 1513.
For CCS(=O)(=O)N1Cc2ccccc2CC1C(=O)Nc1nc2ccc(F)cc2s1 (stereo not drawn) the results were SRC1 TRFRET art 1782 and SRC3 TRFRET art 1725.
Screening NC1=NC(=O)/C(=C/c2cn(CCC(=O)O)nc2-c2ccc(F)cc2)S1 returned SRC1 TRFRET art 1832 and SRC3 TRFRET art 1651.
Screening CC1=[N+]([O-])C(C)(C)C(c2ccc(Br)cc2)=[N+]1[O-] returned SRC1 TRFRET art 1703 and SRC3 TRFRET art 1704.
Screening COC(=O)C1SCC2C(=O)N(Cc3ccc(Cl)cc3)CC(=O)N21 (stereo not drawn) returned SRC1 TRFRET art 1703 and SRC3 TRFRET art 1511.
O=C(O)[C@@H]1CCCN1C(=O)c1ccco1 was read as SRC1 TRFRET art 1646 and SRC3 TRFRET art 1666.
For COc1cccc(Nc2nnc(SCN3C(=O)c4ccccc4C3=O)s2)c1 the results were SRC1 TRFRET art 1654 and SRC3 TRFRET art 1486.
`CCCC(C)C(=O)Nc1ccc(S(N)(=O)=O)cc1` (stereo not drawn) gave SRC1 TRFRET art 1468 and SRC3 TRFRET art 1434.
Cc1cc(S(=O)(=O)Nc2c(C)nc3nc[nH]n3c2=O)ccc1F was read as SRC1 TRFRET art 1552 and SRC3 TRFRET art 1653.
`CCOC(=O)c1c(NC(=O)/C=C\C(=O)O)sc(C)c1-c1ccccc1` gave SRC1 TRFRET art 1818 and SRC3 TRFRET art 1749.
Screening COc1ccc(N(CC(=O)Nc2cccc([N+](=O)[O-])c2C)S(C)(=O)=O)cc1OC returned SRC1 TRFRET art 2197 and SRC3 TRFRET art 1538.
For O=C(C(=O)N1CC=C(c2ccccc2)CC1)c1c[nH]c2ccccc12 the results were SRC1 TRFRET art 1948 and SRC3 TRFRET art 1550.
For O=c1c2ccccc2nc(-c2ccc(F)cc2)n1NCc1ccccc1O the results were SRC1 TRFRET art 1971 and SRC3 TRFRET art 1917.
`CC1CCCCC1NC(=O)COC(=O)c1ccc2ccccc2n1` (stereo not drawn) gave SRC1 TRFRET art 1584 and SRC3 TRFRET art 1579.
O=C(COc1cc(Cl)c(Cl)cc1Cl)NC(=O)Nc1ccc2c(c1)OCCO2 was read as SRC1 TRFRET art 2089 and SRC3 TRFRET art 1585.
`CCOC(=O)C1C(=O)C=C(c2ccc(C)cc2)CC1c1cccc([N+](=O)[O-])c1` (stereo not drawn) gave SRC1 TRFRET art 2005 and SRC3 TRFRET art 1516.
For CCCc1nc2ccccc2c(=O)n1-c1ccc(C(=O)OCC)cc1 the results were SRC1 TRFRET art 1899 and SRC3 TRFRET art 1683.
Screening Cc1csc(NC(=O)c2cc(-c3ccncc3)nc3ccccc23)n1 returned SRC1 TRFRET art 1539 and SRC3 TRFRET art 1463.
O=C(NCc1cccnc1)C1CCC(CNS(=O)(=O)c2ccc(Cl)cc2)CC1 (stereo not drawn) was read as SRC1 TRFRET art 1829 and SRC3 TRFRET art 1563.
COc1ccc(/C=C/c2nc3cc(-c4ccccc4)ccc3o2)cc1O was read as SRC1 TRFRET art 1819 and SRC3 TRFRET art 1478.
Screening COc1ccccc1NC(=O)Nc1ccnn1C1CCCCC1 returned SRC1 TRFRET art 2055 and SRC3 TRFRET art 1667.
For CC(=O)c1c(C)nc2ccccn12 the results were SRC1 TRFRET art 1653 and SRC3 TRFRET art 1360.
`CCOC(=O)C1=C(c2ccccc2)NC(=S)NC1c1ccc(Cl)c([N+](=O)[O-])c1` (stereo not drawn) gave SRC1 TRFRET art 1919 and SRC3 TRFRET art 1494.
For Cc1ccc2nc(-c3ccc(NC(=O)CCN4C(=O)c5ccccc5C4=O)cc3)sc2c1 the results were SRC1 TRFRET art 1863 and SRC3 TRFRET art 1541.
Screening Cc1coc2cc3oc(=O)cc(C)c3cc12 returned SRC1 TRFRET art 1732 and SRC3 TRFRET art 1360.
Screening CCn1c(O)c(N=NC(=O)Cc2csc(N3CCOCC3)n2)c2ccccc21 returned SRC1 TRFRET art 1607 and SRC3 TRFRET art 1406.
Screening Cc1ccccc1OCCC(=O)Nc1ccc(F)c(Cl)c1 returned SRC1 TRFRET art 1714 and SRC3 TRFRET art 1568.
For CC(C)CNC(=O)c1cccc(NC(=O)CCc2ccccc2)c1 the results were SRC1 TRFRET art 1792 and SRC3 TRFRET art 1464.
For CC(C)(C)C1(O)CC(C(F)(F)F)=NN1C(=O)Cc1ccc([N+](=O)[O-])cc1 (stereo not drawn) the results were SRC1 TRFRET art 2010 and SRC3 TRFRET art 1779.
`Cc1ccc2[nH]c3c(c2c1)CCCC3C(N)=O` (stereo not drawn) gave SRC1 TRFRET art 1464 and SRC3 TRFRET art 1402.
`COC(=O)C1CCN(Cc2cn(-c3ccccc3)nc2-c2ccc3c(c2)OCO3)CC1` gave SRC1 TRFRET art 1998 and SRC3 TRFRET art 1481.
CC(=O)N1CC[n+]2c(-c3ccc(Cl)cc3Cl)csc21 was read as SRC1 TRFRET art 1855 and SRC3 TRFRET art 1483.
Screening CCO[C@H]1OC(C(=O)N2CCOCC2)=C[C@@H](C2CC2)[C@@H]1CCCO returned SRC1 TRFRET art 1777 and SRC3 TRFRET art 1603.
For O=C(CN1CCCC1)NCC(=O)Nc1ccc(F)cc1 the results were SRC1 TRFRET art 1607 and SRC3 TRFRET art 1643.
CCOc1ccc(NC(=O)COC(=O)c2c(OC)cccc2OC)cc1 was read as SRC1 TRFRET art 1575 and SRC3 TRFRET art 1661.
For CCCN(CCC)CCSc1nc(O)c(C(C)C)c(=O)[nH]1 the results were SRC1 TRFRET art 1544 and SRC3 TRFRET art 1379.
`CCOC(=O)c1c(C)[nH]c(C)c1C(=O)COC(=O)c1ccc(OC)cc1` gave SRC1 TRFRET art 2004 and SRC3 TRFRET art 1491.
CC(=O)OC1C2CCC1C([N+]1(C)CCCCC1)CC2 (stereo not drawn) was read as SRC1 TRFRET art 1907 and SRC3 TRFRET art 1751.
`CCCn1cnc2c(cnn2-c2ccc(F)cc2)c1=O` gave SRC1 TRFRET art 1947 and SRC3 TRFRET art 1624.
Cc1cc(OCC(=O)NCc2ccncc2)ccc1Cl was read as SRC1 TRFRET art 1981 and SRC3 TRFRET art 1539.
Screening O=S(=O)(c1ccc(Cl)c(NC(=S)N/N=C/c2c(F)cccc2F)c1)N1CCOCC1 returned SRC1 TRFRET art 2169 and SRC3 TRFRET art 1966.
CC(C)(C)c1ccc(Cn2c(=N)n(CC(O)c3ccco3)c3ccccc32)cc1 (stereo not drawn) was read as SRC1 TRFRET art 1521 and SRC3 TRFRET art 1429.

Of the compounds above, these contain a furan ring, fused or not:
O=C(O)[C@@H]1CCCN1C(=O)c1ccco1 was read as SRC1 TRFRET art 1646 and SRC3 TRFRET art 1666.
Screening Cc1coc2cc3oc(=O)cc(C)c3cc12 returned SRC1 TRFRET art 1732 and SRC3 TRFRET art 1360.
CC(C)(C)c1ccc(Cn2c(=N)n(CC(O)c3ccco3)c3ccccc32)cc1 (stereo not drawn) was read as SRC1 TRFRET art 1521 and SRC3 TRFRET art 1429.

Next section:
`Cc1ccc(NC(=O)CS(=O)CC(=O)N(c2ccccc2)C(C)C(=O)NC2CCCC2)cc1` (stereo not drawn) gave SRC1 TRFRET art 1916 and SRC3 TRFRET art 1536.
For Cc1noc(NS(=O)(=O)c2ccc(N/C=C/C(=O)c3ccc(F)cc3)cc2)c1C the results were SRC1 TRFRET art 1761 and SRC3 TRFRET art 1473.
`Cc1ccc(NC(=O)CN2C(=O)/C(=C3\SC(=S)N(C4CCS(=O)(=O)C4)C3=O)c3ccccc32)cc1` (stereo not drawn) gave SRC1 TRFRET art 1834 and SRC3 TRFRET art 1660.
For COc1ccc2c(c1)CCc1c(C(=O)N(C)c3ccccc3)noc1-2 the results were SRC1 TRFRET art 1943 and SRC3 TRFRET art 1632.
For Cc1ccc(C2(C)NC(=O)N(CC(=O)c3ccc(Cl)s3)C2=O)cc1 (stereo not drawn) the results were SRC1 TRFRET art 2028 and SRC3 TRFRET art 1732.
COc1ccc(CCNC(=O)c2ccc(CS(=O)(=O)c3ccc(Br)cc3)o2)cc1OC was read as SRC1 TRFRET art 1666 and SRC3 TRFRET art 1712.
Cc1ccc(N/C=C(\C2OC(=O)c3ccccc32)[N+](=O)[O-])c(C)c1 (stereo not drawn) was read as SRC1 TRFRET art 1673 and SRC3 TRFRET art 1531.
O=C(CN1C(=O)CCSc2ccccc21)Nc1ccc(F)cc1 was read as SRC1 TRFRET art 1600 and SRC3 TRFRET art 1542.
Screening CC1(C)Cc2nc(N3CCCC3)c(C#N)cc2CO1 returned SRC1 TRFRET art 2012 and SRC3 TRFRET art 1624.
Screening CN(c1ncc(C(F)(F)F)cc1Cl)N1C(=O)c2cccc(N)c2C1=O returned SRC1 TRFRET art 1867 and SRC3 TRFRET art 1765.
O=C(C1=NNCC1c1ccc(Cl)cc1)C1CO1 (stereo not drawn) was read as SRC1 TRFRET art 1952 and SRC3 TRFRET art 1377.
`Clc1ccc(-c2cc3ccccc3nc2N2CCOCC2)cc1` gave SRC1 TRFRET art 1633 and SRC3 TRFRET art 1625.
CC(C)c1ccc(/C=C/C(=O)NC2CCCCC2)cc1 was read as SRC1 TRFRET art 1774 and SRC3 TRFRET art 1698.
COc1cc(/C=C(\C#N)C(=O)Nc2cccc3ncccc23)ccc1O was read as SRC1 TRFRET art 1842 and SRC3 TRFRET art 1723.
For O=[N+]([O-])c1cc(C(F)(F)F)ccc1N1CCCNCC1 the results were SRC1 TRFRET art 1714 and SRC3 TRFRET art 1499.
CC(C)CCN1CCN(Cc2ccc(C(F)(F)F)cc2)CC1CCO (stereo not drawn) was read as SRC1 TRFRET art 1845 and SRC3 TRFRET art 1695.
S=c1[nH]c(-c2ccccc2)cs1 was read as SRC1 TRFRET art 2230 and SRC3 TRFRET art 1658.
Screening CC(C)NC(=O)COC(=O)Cn1[nH]c(=O)c2ccccc2c1=O returned SRC1 TRFRET art 1583 and SRC3 TRFRET art 1590.

Entries above that have a COOH group:
Screening CC(C)Cc1csc(NC(=O)c2ccccc2Cl)c1C(=O)O returned SRC1 TRFRET art 1830 and SRC3 TRFRET art 1649.
Screening NC1=NC(=O)/C(=C/c2cn(CCC(=O)O)nc2-c2ccc(F)cc2)S1 returned SRC1 TRFRET art 1832 and SRC3 TRFRET art 1651.
O=C(O)[C@@H]1CCCN1C(=O)c1ccco1 was read as SRC1 TRFRET art 1646 and SRC3 TRFRET art 1666.
`CCOC(=O)c1c(NC(=O)/C=C\C(=O)O)sc(C)c1-c1ccccc1` gave SRC1 TRFRET art 1818 and SRC3 TRFRET art 1749.

High-throughput results from PubChem.
